Screening data: PubChem BioAssay, National Center for Advancing Translational Sciences (NCATS)
TGFb inhibitor – blocks TGF-b signaling; hit rate 1.2% among 410,000; HepG2 CAGA-GFP TGF-b/SMAD3 reporter, GFP fluorescence, 18 h; TGF-beta stimulated, 500 pg/mL final; Potency, µM (highest dose often 46.1 µM), for the others: at the highest dose activity, negative = inhibition, usual class: inhibitors; also: potency is read from the fitted curve at half-maximal effect; % is scaled to controls: 0 for no effect and ±100 for the full control effect; nearly all actives have a fitted effect of over 65% in size
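First, reporter cells (HEPG2 CAGA-GFP) rested 2 h at 37 degrees C. Next, compounds were pinned in and TGF-beta added to 500 pg/mL final. After 18 h, GFP was imaged per cell and summed per well.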
ATXN2 expr inh – ATXN2 expression inhibition; HEK-293 ATXN2-luciferase reporter, luminescence, 24 h; Potency, µM (doses to about 57 µM), inactives show at the top dose activity change, negative = inhibition, usual class: inhibitors; hit rate 0.72% among 360,000; AID 1745845; also: potency is read from the fitted curve at half-maximal effect; % is scaled to controls: 0 for no effect and ±100 for the full control effect; nearly all actives have a fitted effect of over 55% in size
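ATXN2-luciferase reporter cells (luciferase flanked by upstream and downstream ATXN2 gene portions) were treated 24 h at 37 °C with compounds at up to 57 uM. SteadyGlo luminescence gave expression; GF-AFC fluorescence gave viability.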
ATXN viability – cell viability loss in ATXN counter-screen; hit rate 0.49% among 400,000; AID 651635; S2 cells (HEK-293 line with an ATXN2-luciferase reporter) viability, CellTiter-Fluor protease fluorescence, 24 h; Potency, µM (doses to about 56.7 µM), most hits filed as cytotoxic; also: potency is read from the fitted curve at half-maximal effect; nearly all actives have a fitted effect of over 40% in size
IL-1B inflam inh – inflammasome signaling inhibition, IL-1 beta readout; hit rate 4.7% among 360,000; THP-1 LPS/ATP IL-1B secretion, AlphaLISA, 16 h; stronger effect = lower value; AID 743279; activity change, % at 57.5 µM; in the data active = activity change below about -50%; inconclusive = mostly about -30% to -49%; also: % is scaled to controls: 0 for no effect and ±100 for the full control effect
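Secreted IL-1B measured by AlphaLISA bead assay after 16 h compound exposure of THP-1 cells; compounds (final up to 57.5 uM) added 1 h before LPS (250 ng/mL) and ATP (1.25 mM) stimulation; lower signal means less secretion.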
Nrf2 inh – inhibitors of Nrf2 signaling | hit rate 2.1% among 360,000 | A549 ARE-Fluc reporter, luciferase luminescence, 18-24 h | AID 504444 | Potency, µM (highest dose often 46 µM), inactives show top-dose activity change, negative = inhibition, actives largely listed as inhibitors; also: potency is read from the fitted curve at half-maximal effect; % is scaled to controls: 0 for no effect and ±100 for the full control effect; nearly all actives have a fitted effect of over 60% in size
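In this cell-based qHTS, ARE-driven firefly luciferase in A549 cells reports Nrf2 activity; the luminescent signal after BugLite lysis is the measured value, with a prior CellTiter-Fluor read for cell health.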
MCF10A rerep – DNA re-replication induction in MCF 10a cells. Potency, µM (titrated, usually from 46.1 µM), for inactives: top-dose activity, positive = re-replication, actives largely listed as activators. MCF 10A DNA re-replication, Hoechst nuclear intensity, 48 h. hit rate 2.9% among 350,000. AID 624296; also: potency is read from the fitted curve at half-maximal effect; % of control where 0% means no effect; nearly all actives have a fitted effect of over 50% in size
Nrf2 activator – activators of Nrf2 (ARE) signaling | AREc32 ARE-luciferase reporter (MCF7-derived line), luminescence, 24 h | Potency, µM (series often up to 46.1 µM), for inactives: at the top dose activation, most hits filed as activators | hit rate 0.31% among 410,000 | AID 624171; also: potency is read from the fitted curve at half-maximal effect; % of control where 0% means no effect; nearly all actives have a fitted effect of over 65% in size
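Cells of the AREc32 ARE-luciferase line are plated in OPTI-MEM containing 5% FBS and left overnight at 37 deg C. Compounds are pinned in, incubation continues 24 hr, and firefly luciferase signal is then measured.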
HepG2 tox – HepG2 cytotoxicity, counter-screen for TGF-b inhibitors; AID 588856; Potency, µM (titrated, usually from 46.1 µM), for the others: at the highest dose activity change, negative = cytotoxicity, actives largely listed as cytotoxic; HepG2 CAGA-GFP viability, ATP luminescence, 18 h; hit rate 0.76% among 410,000; also: potency is read from the fitted curve at half-maximal effect; some results filed as inactive show a strong effect at the top dose
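HepG2 CAGA-GFP cells (1000/well, DMEM with 1% FBS) received compound, then TGF-beta at 500 pg/mL final, and were incubated 18 hours at 37 degrees C. Viability was read by CellTiter-Glo luminescence. Media-only wells were set as complete cell-killing and DMSO as no toxicity.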
A549 viability – A549 cytotoxicity, counter-screen for Nrf2 inhibitors. A549 ARE-Fluc cells, CellTiter-Fluor viability, 18-24 h. Potency, µM (series often up to 46 µM), inactives show at the highest dose activity change, negative = cytotoxicity, actives largely listed as inhibitors. hit rate 0.16% among 390,000; also: potency is read from the fitted curve at half-maximal effect; % is scaled to controls: 0 for no effect and ±100 for the full control effect
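Cytotoxicity counterscreen: CellTiter-Fluor fluorescence was measured in A549 ARE_Fluc cells after 18-24 h of compound exposure in a concentration series. The subsequent BugLite luminescent read reports ARE-luciferase activity.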
* = called active by the depositor; i = inactive; u = inconclusive; x = no result given; [ ] = another dose, or the depositor's remark. Unless noted, calls follow the shape of the dose curve; as a rule, active = well fitted curve in the direction sought with a large enough effect; inconclusive = small, poorly fitted or top-dose-only effect, or another doubt; inactive = no such curve, though single readings can be large; an effect the other way counts as inactive or inconclusive.

Below each compound – TGFb inhibitor	ATXN2 expr inh	ATXN viability	IL-1B inflam inh	Nrf2 inh	MCF10A rerep	Nrf2 activator	HepG2 tox	A549 viability
O=C(CSc1ncnc2c1oc1ccccc12)NCC1CCCO1 (stereo unspecified)
 : -9%	20%	i	0	6%	-3%	3.9%	9%	-1%[1.84 µM]
Cn1c(Nc2ccc(F)cc2)nc2cc(-c3ccsc3)sc2c1=O
 : -9%	-4%	i	20	x	x	u	-18%	x
CCOc1ccc2nc(SCC(=O)NCc3ccccc3)[nH]c2c1
 : -4%	4%	u	11	3%	u	0.1%	-2%	2%
N#Cc1ccccc1OCC(=O)OCC(=O)NC1CC1
 : 1%	-1%	i	0	9%	-4%	-1.6%	3%	-4%
CCOc1ccc(C(CC(=O)O)NC(=O)C(CC)c2ccccc2)cc1 (stereo unspecified)
 : 0%	4%	i	35	-8%	1%	-0.5%	5%	0%
O=C(CCCCn1c(=O)[nH]c2ccsc2c1=O)NCc1ccc2c(c1)OCO2
 : -15%	-24%	x	-8	-11%	21%	0.1%	-10%	-6%
CC(C)COC(=O)N(C)C[C@@H]1OCc2cn(nn2)CCCC(=O)N([C@@H](C)CO)C[C@H]1C
 : 1%	-14%	i	-3	x	x	1.3%	5%	x
CCOc1ccccc1Nc1nnc(SCc2ccc(C(=O)OC)o2)s1
 : -1%	-21%	u	-4	u	18µM*	-1.0%	-9%	x
COc1ccc(CCC(=O)OCC(=O)NCc2ccc(OC)c(OC)c2)cc1OC
 : -17%	1%	i	8	-3%	-1%	-2.8%	6%	-5%
O=C(NCC1CCCO1)C(c1cccs1)N(Cc1cccs1)C(=O)Cn1nnc(-c2cccs2)n1 (stereo unspecified)
 : 1%	3%	i	-4	-25%	12%	-0.2%	1%	-16%
Cn1nc(OCC(=O)O)cc1C(F)(F)F
 : -6%	-9%	i	6	0%	-2%	0.1%	-1%	1%
CCN(CC)S(=O)(=O)c1ccc(C(=O)OCn2nnc3ccccc3c2=O)cc1
 : 0%	2%	i	-18	x	0%	-0.2%	-5%	-5%
Cc1cccc(CN2C(=O)c3ccccc3Sc3ccc(C(=O)N4CCCC4)cc32)c1
 : u	u	u	x	x	x	-1.4%	-36%	-14%
COc1ccccc1-c1cc(C(=O)Nc2cc(Cl)ccc2O)no1
 : 47%	10%	u	x	8%	x	29%	4%	0%
O=C(NCc1ccccn1)C1CCN(S(=O)(=O)N2CCCC2)CC1
 : 5%	3%	i	7	2%	u	0.2%	6%	0%
CCc1ccc2oc(C(=O)NCCc3ccc(S(N)(=O)=O)cc3)cc(=O)c2c1
 : -17%	-16%	i	14	-6%	8%	-0.9%	-15%	0%
CCc1cc(-c2onc(C)c2-c2cscn2)c(O)cc1OC
 : 0%	-23%	i	-2	3%	12%	13%	0%	0%
O=C1NN(c2cccc(Br)c2)C(=O)/C1=C\c1ccc(O)cc1
 : -21%	x	i	-1	-13%	-7%	0.2%	1%	2%
Cn1c(=O)cc(N)n(Cc2ccccc2)c1=O
 : 3%	2%	i	32	-8%	-24%	-0.2%	-4%	0%
COc1ccc(N2CCN(C(=O)CSc3nc4[nH]ncc4c(=O)n3-c3cccc4ccccc34)CC2)cc1
 : -3%	-14%	u	-51*	u	1%	4.1%	-2%	u
Cc1ccc(-n2ncc3c(NC4CCCCC4)ncnc32)cc1Cl
 : 15%	103%[activator]	u	x	x	x	-0.1%	-6%	-8%
COc1ccc(F)cc1-c1cc(C(=O)NCc2cccc(Cl)c2)[nH]n1
 : -27%	-34%	i	-19	x	x	6.0%	-17%	x
Cc1ccc(NC(=O)C2CCN(S(=O)(=O)c3c(C)noc3/C=C/c3ccco3)CC2)nc1
 : -31%	-18%	i	0	16µM*	u	19%	-31%	-1%
COc1cccc(N2C(=O)CSC23C(=O)N(Cc2ccccc2)c2ccccc23)c1 (stereo unspecified)
 : 8%	-19%	i	x	-3%	x	0.3%	-9%	-4%
CC(C)NC(=O)c1cc2c(-c3ccc(Cl)cc3)nn(C)c2s1
 : 6%	-4%	i	16	2%	11%	8.6%	-3%	1%
CCc1nc(NCc2ccc3c(c2)OCO3)c2oc3ccccc3c2n1
 : 0%	-3%	i	12	u	u	3.2%	-47%	u
CN1CCN(CC(=O)Nc2ccc([N+](=O)[O-])cc2Br)CC1
 : 0%	-20%	i	-20	3%	-25%	0.0%	-4%	1%
CCn1c(SCC(=O)NNC(=O)c2ccccc2)nnc1-c1ccncc1
 : -2%	3%	i	2	8%	-1%	-0.2%	1%	-7%
CC(C)Oc1cccc(C2NC(=O)c3ccccc3O2)c1 (stereo unspecified)
 : -6%	53%[activator]	i	-5	24%	-3%	8.2%	1%	14%
CCc1ccc(CN(C(=O)c2ccc(OC)cc2)C2CCS(=O)(=O)C2)cc1 (stereo unspecified)
 : 9%	-1%	u	x	-34%	x	4.0%	-16%	-14%
CCC(C)C(CO)NC(=O)/C=C/[C@H]1O[C@@H](n2cnc3c(NC(=O)c4ccccc4)ncnc32)[C@H](O)[C@@H]1O (stereo partly specified)
 : 5%	-14%	i	-22	x	x	-0.4%	-3%	x
O=C(CSc1n[nH]c(-c2cccnc2)n1)Nc1ccc(Br)cc1
 : -2%	-10%	i	22	1%	4%	0.4%	-12%	0%
CN(C)c1ccc(CNC(=O)c2ccc(Cn3c(SCc4ccccc4)nc4cccnc43)cc2)cc1
 : 0%	-2%	u	x	-14%	x	5.3%	-21%	-13%
Cc1cc(C)nc(/N=C(\NC(=O)C(C)(C)C)Nc2ccccc2)n1
 : 0%	14%	i	42	1%	5%	-0.4%	-32%	-2%
COC(=O)C(Sc1ccc(Cl)cc1)C1SC(=S)N(Cc2ccccc2)C1=O (stereo unspecified)
 : u	x	u	-26	x	x	u	-55%	x
Fc1cccc(CSc2ccc(-c3cccs3)nn2)c1
 : -14%	x	x	x	u	x	13%	-29%	6%
O=C(c1cccc(C(F)(F)F)c1)c1c[nH]c(C(=O)NCCCN2CCOCC2)c1
 : -9%	-13%	i	18	4%	1%	-0.3%	10%	-3%
COCCCN1CN=C(NS(=O)(=O)c2ccc(C)cc2)NC1
 : -15%	8%	i	8	-7%	-3%	-1.8%	3%	-9%
Cc1nc2nc(SCC(=O)NCc3ccco3)nn2c(C)c1Cc1c(F)cccc1Cl
 : -1%	-6%	i	18	u	25%	5.5%	2%	-13%
Cc1cc(=O)[nH]c(SCC(=O)N2CCCCC2)n1
 : -6%	x	i	10	0%	-1%	-0.7%	-7%	7%
Cc1cc(OCC(=O)N2CCC(C(N)=O)CC2)c2c(C)cc(=O)oc2c1
 : 5%	-3%	i	-7	1%	0%	0.7%	1%	0%
COc1cc(/C=C(\C#N)c2nc3ccc(C)cc3[nH]2)ccc1OC(C)C
 : 69%[activator]	32%[activator]	x	x	27%	x	7.8%	-35%	-11%
N#CCC(=O)Nc1ccc(C(=O)OCC(=O)N2CCCC2=O)cc1
 : -5%	2%	i	3	5%	-3%	0.1%	0%	3%
COc1cccc(NC(=O)c2cc([N+](=O)[O-])ccc2NC(=O)CNCC2CCCO2)c1 (stereo unspecified)
 : 8%	2%	i	25	-8%	8%	2.7%	-3%	3%
Cc1c(C#N)c(N)c(C(=O)c2ccccc2)n1Cc1ccccc1
 : -13%	-14%	i	-10	x	0%	-1.2%	1%	1%
COc1ccc(CNC(=O)CSc2ncc3c(n2)-c2cc(Cl)ccc2N(Cc2ccccc2)S3(=O)=O)cc1OC
 : -9%	3%	i	x	20%	x	7.5%	-9%	-3%
CSc1nnnn1-c1c(C)cc(C)cc1C
 : -7%	9%	u	59	-5%	u	-0.1%	33%	-6%
CCn1cc(C(=O)NCc2ccc(Cl)cc2)c(=O)c2cc(S(=O)(=O)N(C)C)ccc21
 : -12%	0%	i	-69*	-14%	u	-0.6%	-40%	1%
CN(C)S(=O)(=O)c1cccc(COC(=O)CN2CCCCCC2=O)c1
 : 9%	12%	i	41	-12%	-2%	0.3%	0%	3%
CCc1nc2c(OCCOc3ccccc3)cccn2c1N(C)C(=O)c1cccs1
 : -12%	-15%	i	-19	x	x	-0.5%	-26%	x
CCc1ccc(OCC(=O)NNC(=O)CSc2ncnc3sc(C)c(C)c23)cc1
 : 1%	u	u	7	u	17%	-0.2%	-12%	u
CCN(CC)C(=O)c1cnn(-c2ccccc2)c1NC(=O)c1ccco1
 : 0%	9%	i	0	-5%	u	-0.8%	-5%	4%
CC(C)(C)c1ccc(C(=O)c2c[nH]c(C(=O)NCC3CCCO3)c2)cc1 (stereo unspecified)
 : 15%	36%	i	19	x	7%	6.3%	-6%	-3%
Cc1cc(C)c(NC(=O)c2oc3c(c2C)-c2[nH]ncc2CC3)c(C)c1
 : -5%	x	x	x	u	x	4.0%	-19%	-2%
Cn1nc(C(=O)OCC(=O)N2CCc3ccccc32)c2ccccc2c1=O
 : -1%	-2%	i	17	5%	0%	0.0%	-8%	2%

Another view of some results above:
structure	TGFb inhibitor	ATXN2 expr inh	ATXN viability	IL-1B inflam inh	Nrf2 inh	MCF10A rerep	Nrf2 activator	HepG2 tox	A549 viability
Cn1c(Nc2ccc(F)cc2)nc2cc(-c3ccsc3)sc2c1=O	-9%	-4%	i	20	x	x	u	-18%	x
CCOc1ccc2nc(SCC(=O)NCc3ccccc3)[nH]c2c1	-4%	4%	u	11	3%	u	0.1%	-2%	2%
